# Bioassay records (PubChem)
# TDP2 absorb – human TDP2 enzyme inhibitors, primary screen, biochemical, epi absorbance, recombinant enzyme; T5PNP hydrolysis, p-nitrophenol absorbance 415 nm; inhibition, % at 12.8 µM; 0.34% of 370,000 active; AID 720702, 2013;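 active = inhibition above the mean of all tested compounds plus 3 SD, set per campaign, cut at about 25% in these data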;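 also: 0% = DMSO with enzyme and 100% = buffer with substrate but no TDP2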
#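 Assay system: Recombinant human TDP2 | Quantity: 120 nM TDP2 per well | Incubation: 2 h at 37 °C | Signal: Epi absorbance | Evaluation: Percent inhibition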
# Tn7 DDE FP – inhibitors of Tn7 peptide binding to fibrin DD(E), primary screen, biochemical, fluorescence polarization, human fibrin, Tn7 probe; inhibition, % at 8.3 µM; FP displacement of FITC-Tn7 peptide from fibrin DD(E); 0% = median of compound wells per plate; AID 720508, 2013; 0.13% of 370,000 active; Fibrinogen beta chain (Homo sapiens), P02675;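 active = inhibition above the mean of compounds falling within the control limits plus 3 SD of them, cut at about 14% in these data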;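 also: 0% = plate median of compound wells and 100% = 10 µM Aha-Tn7 peptide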
# Target sequence (P02675 whole entry, looked up): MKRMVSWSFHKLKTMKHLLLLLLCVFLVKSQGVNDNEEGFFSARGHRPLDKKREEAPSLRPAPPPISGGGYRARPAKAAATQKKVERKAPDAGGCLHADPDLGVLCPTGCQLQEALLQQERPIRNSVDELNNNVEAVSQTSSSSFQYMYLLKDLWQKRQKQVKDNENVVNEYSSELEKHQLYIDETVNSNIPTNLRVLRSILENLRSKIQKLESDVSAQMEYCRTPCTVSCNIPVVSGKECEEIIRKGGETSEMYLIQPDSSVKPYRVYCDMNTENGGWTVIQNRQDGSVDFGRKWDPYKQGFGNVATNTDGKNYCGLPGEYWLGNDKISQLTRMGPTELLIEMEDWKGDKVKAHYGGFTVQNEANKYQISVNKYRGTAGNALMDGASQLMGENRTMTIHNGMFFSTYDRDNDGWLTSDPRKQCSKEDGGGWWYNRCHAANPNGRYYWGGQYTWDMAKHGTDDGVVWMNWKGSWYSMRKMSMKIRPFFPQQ
#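 Measure: % inhibition scaled between sample-field median and high-control FP; Test system: human fibrin DD(E); Quantity: 2 µM final DD(E) protein; Doses: one dose, 8.3 µM nominal; Schedule: compound with protein 10 min, then 3 h after probe, room temperature; Detection: fluorescence polarization; Medium: Tris buffer with calcium and detergent, pH 7.8.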
# ASAP1 inh – inhibitors of human ASAP1 ArfGAP activity, primary screen, biochemical, fluorescence polarization; Arf-GAP with SH3 domain, ANK repeat and PH domain-containing protein 1 (Homo sapiens), …; ASAP1-stimulated ARF1 GTP hydrolysis, GDP FP detection; inhibition, % at 16.5 µM; 0.19% of 360,000 active; in the data active = inhibition above about 25%;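 also: 0% = vehicle with enzyme and substrate and 100% = no enzyme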
# Target sequence (Q9ULH1 325-724 limits assumed): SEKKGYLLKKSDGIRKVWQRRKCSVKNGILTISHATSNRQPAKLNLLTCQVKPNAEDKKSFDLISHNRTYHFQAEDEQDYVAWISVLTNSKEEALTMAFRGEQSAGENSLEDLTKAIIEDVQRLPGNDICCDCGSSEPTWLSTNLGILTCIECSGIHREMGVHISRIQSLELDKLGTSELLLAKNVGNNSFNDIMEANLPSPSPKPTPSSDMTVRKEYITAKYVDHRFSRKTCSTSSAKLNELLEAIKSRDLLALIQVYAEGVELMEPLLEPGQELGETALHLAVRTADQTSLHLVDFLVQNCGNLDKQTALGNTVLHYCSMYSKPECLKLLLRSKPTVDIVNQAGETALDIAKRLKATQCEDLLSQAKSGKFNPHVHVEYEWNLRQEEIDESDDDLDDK
# ADAM10 inh – human ADAM10 inhibitors, primary screen, biochemical, QFRET, HTS; recombinant ADAM10, EDANS/DABCYL FRET peptide cleavage, 3 h; 0.62% of 370,000 active; Disintegrin and metalloproteinase domain-containing protein 10 (Homo sapiens), O14672; inhibition, % at 7 µM;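 active = inhibition above a per-campaign cutoff equal to the mean of compounds falling between control-based bounds plus 3 SD, cut at about 20% in these data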;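 also: 0% = DMSO wells while the 100% control is not disclosed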
# LEDGF integ inh – blockers of LEDGF/p75-dependent integrase strand transfer – biochemical, TR-FRET, high throughput, primary screen; TR-FRET IN-LEDGF/p75 DNA integration, Eu/Cy5; inhibition, % at 3.7 µM; 0.64% of 370,000 active;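 active = inhibition above the screen-wide mean plus 3 SD, cut at about 13% in these data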;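 also: signal is the Cy5 over europium emission ratio at 671 and 618 nm; 0% = plate median of compound wells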
# KLK7 zymogen act – proKLK7 zymogen activators, primary screen, biochemical, fluorescence intensity; Kallikrein-7 (Homo sapiens), P49862; 0.9% of 370,000 active; purified proKLK7, EDANS-DABCYL substrate fluorescence; 100% is mature enzyme control, 0% vehicle; activation, % at 7 µM;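 active = activation above the mean of all tested compounds plus 3 SD, computed per campaign excluding outliers beyond control limits, cut at about 13% in these data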
# DDE Tn6 FP inh – inhibitors of Tn6 peptide binding to fibrin DD(E), primary screen, biochemical, fluorescence polarization, human fibrin, Tn6 probe; Fibrin DD(E) TRITC-Tn6 fluorescence polarization displacement; Fibrinogen beta chain (Homo sapiens), P02675; 0.21% of 370,000 active; inhibition, % at 8.3 µM;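 active = inhibition above a per-campaign cutoff: mean of compounds within control limits plus 3 SD, cut at about 15% in these data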;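 also: 0% = median of all compound wells on the plate and 100% = blocking peptide control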
# ARFGAP1 inhibitor – inhibitors of rat ARFGAP1 GAP activity, primary screen, biochemical, fluorescence polarization, GDP tracer | AID 651572, 2012 | Arfgap1-stimulated ARF1 GTP hydrolysis, GDP FP detection | 0.26% of 360,000 active | inhibition, % at 16.5 µM;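 active = inhibition above a per-plate limit, mean inhibition of low control wells plus 3 SD, cut at about 25% in these data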;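 also: 0% = DMSO wells with enzyme and 100% = wells lacking Arfgap1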
# Target sequence (Q62848 1-136 limits assumed): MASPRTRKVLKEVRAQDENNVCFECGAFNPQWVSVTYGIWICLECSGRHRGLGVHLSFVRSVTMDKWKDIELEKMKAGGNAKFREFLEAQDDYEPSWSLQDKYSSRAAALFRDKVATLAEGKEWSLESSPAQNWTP
#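 Material: truncated rat Arfgap1 GAP domain; Incubation: compound-enzyme preincubation 20 min, reaction 120 min, detection 60 min, 25 °C; Read-out: percent inhibition of Arfgap1-stimulated GTP hydrolysis; Technique: FP, GDP Alexa 633 tracer displaced from anti-GDP antibody, 620/688 nm; Controls: No-Arfgap1 wells (100%) versus DMSO full-reaction wells (0%); Replication: single well per compound.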
# PLC-gamma1 inh – PLC-gamma1 enzyme inhibitors, primary screen, biochemical, fluorescence, purified enzyme; inhibition, % at 12.2 µM; 0.84% of 370,000 active; fluorogenic substrate; in the data active = inhibition above about 9.5%
# ADAM17 inh – ADAM17 inhibitors, primary screen, biochemical, QFRET; Disintegrin and metalloproteinase domain-containing protein 17 (Homo sapiens), P78536; recombinant ADAM17, EDANS/DABCYL FRET peptide cleavage; inhibition, % at 6.95 µM; 0.83% of 370,000 active; AID 720648, 2013;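 active = inhibition above the mean of compounds lying between control limits plus 3 SD, set per campaign, cut at about 8.5% in these data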;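 also: 0% = DMSO-only wells as the low control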
# Numbers without * were called inactive; i = inactive.
no.	mol	TDP2 absorb	Tn7 DDE FP	ASAP1 inh	ADAM10 inh	LEDGF integ inh
1	CCC(C)C(=O)Nc1cc([N+](=O)[O-])ccc1Cl (stereo unspecified)	-4	0	-3	8	2
2	NC(=O)C1CCCN(C(=S)NCc2ccc3c(c2)OCO3)C1 (stereo unspecified)	10	-1	-2	-3	-6
3	O=C1NC(c2ccc(F)cc2)Oc2ccccc21 (stereo unspecified)	-12	0	-5	-58	-3
4	Cc1ccc(N2CC(C(=O)N3CCCc4ccccc43)CC2=O)cc1 (stereo unspecified)	-11	5	-13	3	0
5	COc1ccc(CNC(=O)C(=O)NCC2OCCN2S(=O)(=O)c2ccc(OC)c(OC)c2)cc1 (stereo unspecified)	3	5	3	5	0
6	CCOC(=O)c1c(C)[nH]c(C)c1C(=O)CSc1nncs1	-2	6	6	-2	1
7	COc1ccc(CC(=O)OC(C)C(=O)NCc2ccc3c(c2)OCO3)cc1OC (stereo unspecified)	44*	-1	-5	-4	2
8	O=C(c1cc2cc(Br)cc(Br)c2oc1=O)N1CCOCC1	-2	0	4	-1	4
9	COC(=O)CSc1cc([N+](=O)[O-])ccc1NC(=O)OC	1	-1	8	0	2
10	COc1ccc(/C(C)=N/NC(=O)C(NC(=O)c2ccccc2)c2n[nH]c(=O)c3ccccc23)c(OC)c1 (stereo unspecified)	-5	3	8	6	1

no.	KLK7 zymogen act	DDE Tn6 FP inh	ARFGAP1 inhibitor	PLC-gamma1 inh	ADAM17 inh
1	0.4	-7	2	2	3
2	-0.7	9	-5	-3	0
3	-5.5	-5	0	-10	-26
4	0.1	2	13	3	0
5	-0.2	1	-3	1	-5
6	-0.1	2	-7	4	-1
7	-0.2	-8	10	-3	-1
8	3.6	4	-12	-58	0
9	-0.5	1	3	0	0
10	0.3	8	11	-2	-3

# Laid out differently: 10 of the compounds above
1	CCC(C)C(=O)Nc1cc([N+](=O)[O-])ccc1Cl (stereo unspecified)
2	NC(=O)C1CCCN(C(=S)NCc2ccc3c(c2)OCO3)C1 (stereo unspecified)
3	O=C1NC(c2ccc(F)cc2)Oc2ccccc21 (stereo unspecified)
4	Cc1ccc(N2CC(C(=O)N3CCCc4ccccc43)CC2=O)cc1 (stereo unspecified)
5	COc1ccc(CNC(=O)C(=O)NCC2OCCN2S(=O)(=O)c2ccc(OC)c(OC)c2)cc1 (stereo unspecified)
6	CCOC(=O)c1c(C)[nH]c(C)c1C(=O)CSc1nncs1
7	COc1ccc(CC(=O)OC(C)C(=O)NCc2ccc3c(c2)OCO3)cc1OC (stereo unspecified)
8	O=C(c1cc2cc(Br)cc(Br)c2oc1=O)N1CCOCC1
Assay by compound | 1 | 2 | 3 | 4 | 5 | 6 | 7 | 8
TDP2 absorb | -4 | 10 | -12 | -11 | 3 | -2 | 44* | -2
Tn7 DDE FP | 0 | -1 | 0 | 5 | 5 | 6 | -1 | 0
ASAP1 inh | -3 | -2 | -5 | -13 | 3 | 6 | -5 | 4
ADAM10 inh | 8 | -3 | -58 | 3 | 5 | -2 | -4 | -1
LEDGF integ inh | 2 | -6 | -3 | 0 | 0 | 1 | 2 | 4
KLK7 zymogen act | 0.4 | -0.7 | -5.5 | 0.1 | -0.2 | -0.1 | -0.2 | 3.6
DDE Tn6 FP inh | -7 | 9 | -5 | 2 | 1 | 2 | -8 | 4
ARFGAP1 inhibitor | 2 | -5 | 0 | 13 | -3 | -7 | 10 | -12
PLC-gamma1 inh | 2 | -3 | -10 | 3 | 1 | 4 | -3 | -58
ADAM17 inh | 3 | 0 | -26 | 0 | -5 | -1 | -1 | 0

9	COC(=O)CSc1cc([N+](=O)[O-])ccc1NC(=O)OC
10	COc1ccc(/C(C)=N/NC(=O)C(NC(=O)c2ccccc2)c2n[nH]c(=O)c3ccccc23)c(OC)c1 (stereo unspecified)
Assay by compound | 9 | 10
TDP2 absorb | 1 | -5
Tn7 DDE FP | -1 | 3
ASAP1 inh | 8 | 8
ADAM10 inh | 0 | 6
LEDGF integ inh | 2 | 1
KLK7 zymogen act | -0.5 | 0.3
DDE Tn6 FP inh | 1 | 8
ARFGAP1 inhibitor | 3 | 11
PLC-gamma1 inh | 0 | -2
ADAM17 inh | 0 | -3

# (continued)
no.	mol	TDP2 absorb	Tn7 DDE FP	ASAP1 inh	ADAM10 inh	LEDGF integ inh
11	COc1ccc(NC(=O)/C=C/C(=O)O)c(OC)c1	9	1	-1	-1	-4
12	CC(C)Cc1nnc(NC(=O)CS(=O)(=O)Cc2ccccc2)s1	-3	2	8	-1	-4
13	CC(CC(=O)O)C(=O)c1ccc(Cl)c([N+](=O)[O-])c1 (stereo unspecified)	-14	-7	5	3	-1
14	Cc1ccc2[nH]c(=O)c(-c3nc4ccccn4c3NCc3ccco3)cc2c1	-7	-5	12	-22	-2
15	COc1ccc(N2CCN(C(=O)CSc3nc4ccccc4c(=O)[nH]3)CC2)cc1	-7	3	8	-6	-6
16	CCOC(=O)N1CCC(N(CCN(C)C)C(=S)Nc2ccc(F)c(Cl)c2)CC1	-13	5	-18	10	2
17	CCCCn1c2c(c(=O)n(C)c1=O)C(c1ccc(OC)cc1)N1CCCCCC1=N2 (stereo unspecified)	7	-2	-8	-26	1
18	O=S(=O)(Cc1ccccc1Cl)Nc1ccccn1	-12	2	1	-55	-2
19	CC1=NN(c2cccc([N+](=O)[O-])c2)C(=O)C1	7	-2	9	2	0
20	C#CCSc1nc(-c2ccccc2)cc(C(F)(F)F)c1C#N	1	-4	12	-20	0

no.	KLK7 zymogen act	DDE Tn6 FP inh	ARFGAP1 inhibitor	PLC-gamma1 inh	ADAM17 inh
11	0.0	-7	18	-2	-5
12	0.3	-1	0	-2	1
13	0.1	-1	2	-2	1
14	-0.6	-6	-4	-7	-6
15	-0.4	-5	8	-1	-6
16	0.0	-6	-14	5	2
17	2.1	-1	5	-53	-7
18	1.7	-4	16	-11	-16
19	0.0	-7	8	2	-1
20	-7.1	-3	-3	-20	-8

# (listing goes on)
no.	mol	TDP2 absorb	Tn7 DDE FP	ASAP1 inh	ADAM10 inh	LEDGF integ inh
21	CCOC(=O)C1=C(C)NC(=O)C(C#N)C1c1ccncc1 (stereo unspecified)	-2	-7	2	5	1
22	COc1ccc(/C=C/C(=O)N2CCN(S(=O)(=O)c3ccccc3)CC2)cc1OC	0	2	4	-40	1
23	CCCOc1ccc(C(=O)CCC(=O)OCC(=O)Nc2ccc(OCC)cc2)cc1	14	-6	16	2	-2
24	CC1(C)Cc2cccc(OCC(=O)NCc3ccccc3)c2O1	-4	10	9	1	-5
25	CCOC(=O)[C@H]1[C@H]2COc3ccc(Br)cc3[C@@H]2N2C(=O)c3ccc(F)cc3NC(=O)[C@@]12C	-3	-1	-7	6	2
26	O=C(NCCCO)C(=O)Nc1ccc2c(c1)N(S(=O)(=O)c1cccs1)CCC2	0	-1	-6	-3	0
27	Nc1cccc2c1C(=O)N(C(=O)c1ccc(S(=O)(=O)N3CCCCCC3)cc1)C2=O	-9	-4	0	-160	-2
28	Cn1c(SCC(=O)Nc2nnc(-c3ccccc3)o2)nnc1C1CC1	3	1	4	-10	-4
29	Cc1ccc(NC(=O)COC(=O)c2cccnc2)c(C)c1	-8	2	7	-13	-9
30	O=[N+]([O-])c1ccccc1CSc1nc2ccccc2o1	-9	-10	7	11	3

no.	KLK7 zymogen act	DDE Tn6 FP inh	ARFGAP1 inhibitor	PLC-gamma1 inh	ADAM17 inh
21	0.4	4	0	-5	-1
22	0.9	-3	3	-16	-13
23	-0.4	-1	3	2	-2
24	0.0	-5	-11	0	-2
25	0.2	-3	-3	-2	2
26	0.5	-3	4	-1	-2
27	6.0	3	9	i	-55
28	0.1	7	-5	-2	-2
29	0.3	3	13	-2	0
30	0.1	-2	6	5	5

# Remaining list, next part
no.	mol	TDP2 absorb	Tn7 DDE FP	ASAP1 inh	ADAM10 inh	LEDGF integ inh
31	COc1ccc(-c2csc(NC(=O)C3CCN(C(=O)c4ccc(F)cc4)CC3)n2)cc1OC	-5	-1	9	5	2
32	CCCn1c(-c2ccc(F)cc2)cnc1SCC(=O)O	-20	3	6	-7	4
33	O=C(Nc1ccc(N2CCN(C(=O)c3ccc(Cl)cc3)CC2)cc1)c1ccc2c(c1)OCCO2	-2	8	13	1	-5
34	C/C(CC(=O)NCc1ccco1)=N\NC(=O)c1ccc([N+](=O)[O-])cc1Cl	-8	0	-10	2	0
35	CCc1c(O)c(/C(C)=N\O)c(=O)n(-c2ccccc2)c1-c1ccccc1	1	3	-1	-11	2
36	C[C@H](NC(=O)c1ccc(C(C)(C)C)cc1)C(=O)N1CCN(C/C=C/c2ccccc2)CC1	-9	-8	-3	10	9
37	CN(C)C(=O)N1CCC(C(=O)NCc2cccs2)CC1	7	3	-11	-3	1
38	COC(=O)N/N=C/c1cn(CCCOc2ccc(C)cc2)c2ccccc12	1	-6	-3	7	2
39	CNC(=O)c1c(NC(NC(=O)c2ccco2)C(=O)c2ccc(Cl)cc2)sc2c1CCCC2 (stereo unspecified)	8	-9	1	-6	3
40	CCCCn1c(=O)[nH]c2c(oc3ccccc32)c1=O	-5	8	-22	-26	-2
41	CCN(CC)C(=O)CSc1nnc(-c2cnccn2)n1-c1ccccc1	1	1	1	1	-2
42	O=C(CN1CCSCC1)N/N=C/c1cccc(Cl)c1	6	-1	7	-15	-2
43	Cc1cc(C)cc(NC(=O)C(OC(=O)c2ccc([N+](=O)[O-])o2)c2ccccc2)c1 (stereo unspecified)	-2	8	7	9	-2

no.	KLK7 zymogen act	DDE Tn6 FP inh	ARFGAP1 inhibitor	PLC-gamma1 inh	ADAM17 inh
31	0.1	3	2	-3	2
32	0.0	5	0	-4	4
33	0.8	2	-6	0	-1
34	-0.1	4	-10	3	1
35	0.3	-2	-1	-33	-5
36	0.1	-4	-7	0	3
37	-0.1	-2	-7	-1	-4
38	-0.5	-4	0	2	3
39	-0.1	0	-12	-58	-4
40	-1.9	0	19	-3	-17
41	0.9	7	1	0	-2
42	0.5	1	-7	-3	-3
43	0.3	0	2	-4	2
